High-throughput results from PubChem BioAssay.
PME-1 primary – PME-1 (human) inhibition | Q9Y570 | recombinant PME-1, FP-Rh probe fluorescence polarization | inhibition, % at 5.9 µM | actives 0.53% (n = 320,000) | AID 2130;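 active = inhibition above the campaign mean of all compounds plus 3 SD, cut at about 26% in these data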;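 also: competitive labeling of PME-1 active site by serine hydrolase directed probe; 0% = PME-1 with DMSO and 100% = wells lacking PME-1 enzyme; inhibitors block probe labeling so polarization falls and inhibition rises; many of its hits are not listed in these tables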
Target sequence (Q9Y570 whole entry, looked up): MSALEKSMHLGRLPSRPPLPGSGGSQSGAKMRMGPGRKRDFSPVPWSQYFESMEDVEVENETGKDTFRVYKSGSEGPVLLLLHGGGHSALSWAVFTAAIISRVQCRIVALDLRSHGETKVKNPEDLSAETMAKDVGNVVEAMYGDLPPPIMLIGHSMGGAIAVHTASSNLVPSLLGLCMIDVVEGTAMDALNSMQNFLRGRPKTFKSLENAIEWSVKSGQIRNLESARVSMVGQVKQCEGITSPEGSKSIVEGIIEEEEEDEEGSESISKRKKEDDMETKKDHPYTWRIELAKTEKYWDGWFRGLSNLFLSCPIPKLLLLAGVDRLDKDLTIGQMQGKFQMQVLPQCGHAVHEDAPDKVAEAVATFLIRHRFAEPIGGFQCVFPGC
PAFAH1B3 inh – inhibitors of human PAFAH1B3 | actives 0.28% (n = 340,000) | recombinant PAFAH1B3, FP-rhodamine probe, fluorescence polarization | Q15102 | AID 492972 | inhibition, % at 3.39 µM;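 active = inhibition above the screen-wide average of all tested compounds plus 3 SD, cut at about 25% in these data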;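 also: 0% = enzyme with DMSO only and 100% = wells lacking PAFAH1B3 protein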
Target sequence (Q15102 whole entry, looked up): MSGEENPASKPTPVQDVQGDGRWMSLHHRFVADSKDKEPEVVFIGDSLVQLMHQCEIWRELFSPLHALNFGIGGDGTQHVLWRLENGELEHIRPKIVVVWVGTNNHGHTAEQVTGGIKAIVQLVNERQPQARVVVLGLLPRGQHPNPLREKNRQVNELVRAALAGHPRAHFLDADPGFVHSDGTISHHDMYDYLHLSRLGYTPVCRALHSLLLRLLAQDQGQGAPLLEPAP
PAFAH1B2 FP inh – blocks human PAF acetylhydrolase 1b catalytic subunit 2. inhibition, % at 3.39 µM. recombinant PAFAH1B2, FP-rhodamine activity probe, fluorescence polarization. actives 1.2% (n = 340,000). P68402. AID 492953;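 active = inhibition above the mean of all tested compounds plus 3 SD, cut at about 24% in these data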;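 also: 0% = enzyme with DMSO and 100% = wells lacking PAFAH1B2; many of its hits are not listed in these tables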
GSTO1 counter – blocks human GSTO1 in RBBP9 counter-screen; recombinant GSTO1, activity-based probe fluorescence polarization; inhibition, % at 5.96 µM; actives 1.1% (n = 300,000); AID 1974;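 active = inhibition above the campaign mean inhibition plus 3 SD, cut at about 35% in these data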;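 also: 0% = GSTO1-1 with DMSO and 100% = wells lacking GSTO1-1 enzyme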
PREPL inh – inhibitors of human prolyl oligopeptidase-like enzyme PREPL; Q4J6C6; recombinant PREPL, fluorescence polarization activity-based probe; inhibition, % at 5.96 µM; actives 0.68% (n = 320,000); AID 2751; in the data active = inhibition above about 43%;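 also: 0% = enzyme with DMSO and 100% = wells lacking enzyme; many of its hits are not listed in these tables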
pPAFAH inh – inhibitors of human plasma PAF acetylhydrolase (pPAFAH) | recombinant pPAFAH, FP-rhodamine probe fluorescence polarization | inhibition, % at 3.39 µM | actives 1.5% (n = 330,000) | AID 463082;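 active = inhibition above the mean inhibition across the screen plus 3 SD, cut at about 25% in these data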;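 also: inhibitors block binding of the rhodamine activity-based probe so polarization drops; 0% = enzyme with DMSO and 100% = wells lacking pPAFAH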
Target sequence (Q13093 whole entry, looked up): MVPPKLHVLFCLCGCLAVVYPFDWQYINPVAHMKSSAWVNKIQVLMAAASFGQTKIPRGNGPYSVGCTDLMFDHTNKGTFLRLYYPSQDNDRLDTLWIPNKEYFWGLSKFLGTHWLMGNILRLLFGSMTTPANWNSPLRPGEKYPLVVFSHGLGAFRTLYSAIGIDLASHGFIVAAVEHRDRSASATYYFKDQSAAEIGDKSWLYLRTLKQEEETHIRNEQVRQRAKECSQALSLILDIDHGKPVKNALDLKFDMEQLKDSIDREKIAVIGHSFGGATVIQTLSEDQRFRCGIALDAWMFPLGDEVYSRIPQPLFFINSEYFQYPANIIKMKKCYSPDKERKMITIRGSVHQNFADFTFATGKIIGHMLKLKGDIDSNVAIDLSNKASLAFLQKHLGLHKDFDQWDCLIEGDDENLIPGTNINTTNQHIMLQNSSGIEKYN
LYPLA2 inh – blocks human lysophospholipase 2, a PME1 counter-screen | O95372 | recombinant LYPLA2, FP-Rh probe fluorescence polarization | inhibition, % at 5.9 µM | actives 0.38% (n = 320,000) | AID 2177;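 active = inhibition above the screen-wide mean plus 3 SD, limit set per campaign, cut at about 26% in these data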;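 also: 0% = LYPLA2 with DMSO and 100% = wells lacking LYPLA2 enzyme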
PAD4 inh – PAD4 (human) enzyme inhibition; inhibition, % at 6.36 µM; AID 485272; actives 0.41% (n = 330,000); Q9UM07; recombinant PAD4, RCA probe fluorescence polarization;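 active = percent inhibition above a cutoff equal to the mean of all tested compounds plus 3 SD, cut at about 15% in these data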;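 also: 0% = PAD4 with RCA probe and DMSO and 100% = probe without PAD4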
LYPLA1 counter – LYPLA1 (human) inhibition in PME1 counter-screen | inhibition, % at 5.9 µM | actives 0.16% (n = 320,000) | O75608 | AID 2174 | recombinant LYPLA1, FP-Rh probe fluorescence polarization;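 active = inhibition above the mean of all tested compounds plus 3 SD, set per campaign, cut at about 14% in these data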;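 also: inhibitors block serine hydrolase probe labeling of LYPLA1 so polarization falls; 0% = enzyme with DMSO and 100% = wells lacking LYPLA1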
Active calls of the source: *; x = not tested or not shown. An excerpt (hit frequency here may not be typical).

SMILES | PME-1 primary | PAFAH1B3 inh | PAFAH1B2 FP inh | GSTO1 counter | PREPL inh | pPAFAH inh | LYPLA2 inh | PAD4 inh | LYPLA1 counter
Cc1ccc(CCNC(=O)C2CCN(S(=O)(=O)c3ccc4nc5c(c(C(=O)O)c4c3)CCCC5)CC2)cc1 | -1 | 11 | 16 | -1 | 7 | 8 | -6 | -4 | -4
CCN1C(=O)C2(C(C#N)=C(N)Oc3c2c(C)nn3-c2ccccc2)c2ccccc21 (stereo unspecified) | 4 | 12 | 5 | 39* | -1 | 2 | 1 | -4 | -2
CCC(c1nnnn1C1CCCCC1)N1CCN(C2CCCC2)CC1 (stereo unspecified) | -4 | 4 | 4 | 1 | 7 | 3 | -1 | -3 | 2
O=C1C2C3CC(C2C(=O)N1c1cccc(Cl)c1)[C@H](O)C3O (stereo partly specified) | -2 | 10 | 6 | -7 | 15 | 0 | 6 | 3 | 1
N#CCn1cc(/C=N/NC(=O)c2cc3c(ccc4ccccc43)o2)c2ccccc21 | 1 | 4 | -6 | -9 | 14 | 2 | -23 | -5 | -21
O=C(O)c1cccc(COc2ccc3c(c2)CCC3)c1 | 6 | 4 | 48* | 7 | -4 | 3 | 2 | 5 | -1
Cc1csc(SCC(=O)Nc2cc(C(C)(C)C)nn2-c2ccccc2)n1 | 1 | 3 | -4 | -1 | 11 | -1 | -2 | -6 | 2
COC(=O)CCCCCc1ccc(C(C)=O)s1 | 4 | 7 | -1 | -1 | 10 | 2 | 3 | -3 | 2
CC(C)NC(=O)C1CCN(C2CCN(C(=O)c3scc4c3CCCC4)CC2)CC1 | 2 | 10 | -4 | 13 | 19 | 4 | 3 | 2 | 2
CC(C#N)Sc1ncnc2sc3c(c12)CCC3 (stereo unspecified) | 1 | 1 | 1 | -1 | -23 | 18 | -1 | 1 | -2
CCNC(=S)NNC(=O)c1cccnc1 | -1 | 0 | 7 | -3 | 12 | -1 | 0 | 4 | 0
Cc1ccc(C2=[N+]([O-])C3(CCCCC3=O)N(O)C2(C)C)cc1 (stereo unspecified) | -1 | 5 | 2 | 1 | -1 | 2 | 1 | 6 | 2
Cc1ccccc1NC(=O)C1CC(=O)N(c2ccc3c4c(cccc24)CC3)C1 (stereo unspecified) | -14 | 11 | 1 | 1 | -13 | -1 | 1 | 9 | -1
COc1cc(C2Nc3ccccc3C(=O)N2NS(C)(=O)=O)ccc1O (stereo unspecified) | 13 | 5 | -1 | -7 | 2 | 3 | -1 | -1 | 0
Cc1cccc(N2C(S)=C(C#N)C(=O)NC23CCCCC3)c1 | 0 | 2 | 5 | 5 | 6 | 6 | 0 | -3 | 0
CC(C)CCNC(=O)c1ccc(Cl)c(NC(=O)c2ccccc2F)c1 | -1 | x | x | -6 | -11 | 2 | -8 | -3 | -3
Cc1ccc(C(=O)c2c(NC(=O)c3ccccc3C)sc(C)c2C)cc1 | -2 | -2 | 4 | 1 | 0 | 5 | -2 | -4 | -1
CC(=O)OC[C@H]1O[C@@H](Oc2cc(O)cc3oc(-c4ccc(O)cc4)cc(=O)c23)[C@H](O[C@@H]2O[C@@H](C)[C@H](O)[C@@H](O)[C@H]2O)[C@@H](O)[C@@H]1O | x | 11 | 6 | x | 16 | -1 | x | 0 | x
CC1CCCCN1C(=O)COc1ccc(F)cc1 (stereo unspecified) | -14 | 11 | 2 | 2 | 13 | 3 | -4 | 4 | -6
O=C(NCc1ccccc1Cl)C1CCN(C(=O)c2sccc2-n2cccc2)CC1 | -4 | -2 | 15 | 2 | 20 | 6 | 8 | 3 | 1
CC1CN(C(=S)Nc2ccc(SC(F)F)cc2)CC(C)O1 (stereo unspecified) | 0 | 4 | 4 | 5 | -2 | 1 | 1 | -2 | -1
CCOC(=O)C1CCN(C(=O)Cn2c(=O)oc3cc(S(=O)(=O)N4CCCC4)ccc32)CC1 | -1 | -3 | 10 | -1 | -7 | -1 | -3 | 2 | 0
Cc1ccc(NC(=O)CSc2nc(C)c(Cc3ccccc3)c(=O)[nH]2)cc1 | -8 | 3 | -4 | -37 | -10 | 2 | -9 | 0 | -4
CC[n+]1c(/C=C2\C=C(C)CC(C)C2)sc2ccccc21 (stereo unspecified) | 0 | -7 | 2 | -11 | 1 | 4 | -3 | -3 | -3
COc1ccccc1NC(=O)NC1CCCc2ccccc21 (stereo unspecified) | 3 | -10 | -4 | 1 | -1 | 3 | 5 | 1 | 3
Continuation:
SMILES | PME-1 primary | PAFAH1B3 inh | PAFAH1B2 FP inh | GSTO1 counter | PREPL inh | pPAFAH inh | LYPLA2 inh | PAD4 inh | LYPLA1 counter
Cc1ccc(C(=O)O/N=C2/CC3CCC2(C)[C@@]3(C)CBr)cc1 (stereo partly specified) | 5 | 11 | 5 | -3 | -3 | 5 | 0 | -3 | -3
O=C(COC(=O)c1ccccc1[N+](=O)[O-])c1ccc(C2CCCCC2)cc1 | -4 | 4 | -1 | 23 | 8 | 6 | 24 | -2 | 3
CCCC[C@@H]1CNC(=S)N1CCCC | 0 | -1 | -7 | 2 | 8 | 4 | 3 | -1 | -1
CCOC(=O)C1CCCN(C/C(O)=C(\C#N)c2nc(-c3ccccc3)cs2)C1 (stereo unspecified) | 1 | -2 | -2 | 5 | 16 | 6 | 0 | -1 | -3
CCn1c(=O)n(CC)c2cc(N3CCCC3)c(NC(=O)c3ccccc3OC)cc21 | 6 | 12 | 4 | 10 | 24 | 19 | 9 | -1 | 4
CC(=O)Nc1ccc(S(=O)(=O)N2CCN(CCC#N)CC2)cc1 | -3 | -4 | 7 | 3 | -2 | 2 | 2 | -5 | 3
CN(C(=O)c1cc(-n2cnnc2)ccc1Cl)c1ccccc1 | 0 | 13 | -1 | -7 | 1 | -4 | -5 | -5 | -1
CCOC(=O)c1cc(C)sc1NC(=O)CN1CCN(C(=O)c2ccco2)CC1 | -3 | 5 | 1 | 1 | 32 | 26* | -6 | 0 | -2
Cc1cccc(-c2noc(CCC(=O)Nc3ccccc3)n2)c1 | 0 | 3 | 2 | 3 | 7 | 3 | 4 | -1 | -4
Cc1sc2ncnc(-n3nnc4ccccc43)c2c1C | 4 | 3 | 0 | -1 | -3 | 4 | 3 | -4 | -5
CCC(=O)Nc1ccc(Cl)c(NC(=O)c2cccnc2)c1 | 3 | 8 | 2 | 3 | -3 | 2 | 1 | -1 | 0
CCn1c(CCNC(=O)c2ccccc2Cl)n[nH]c1=S | -8 | 9 | -2 | 5 | 9 | -1 | 1 | 3 | -1
Cc1cccc(OCC(=O)N(Cc2ccco2)c2c(N)n(Cc3ccccc3)c(=O)[nH]c2=O)c1 | -7 | 3 | -2 | x | 9 | -6 | -3 | -5 | 0
COC(=O)C1(C)NC(c2ccc(F)cc2)C2C(=O)N(c3ccc(C)cc3)C(=O)C21 (stereo unspecified) | -2 | 10 | 8 | 7 | -5 | 0 | -1 | -3 | -2
O=C(NCC(c1ccco1)N1CCc2ccccc21)c1cccc([N+](=O)[O-])c1 (stereo unspecified) | 4 | 4 | 6 | 2 | -10 | 5 | 6 | 3 | 0
CCOC(=O)[C@@H]1[C@H]2COc3ccc(Br)cc3[C@@H]2N2C(=O)N(c3cccc(Cl)c3)C(=O)[C@]12C | -11 | -6 | -1 | 4 | -43 | -9 | -6 | 6 | -1
CCCCN(CC)CCNC(=O)c1cc2c(=O)[nH]c3ccccc3c2n1C | 0 | 14 | 0 | 13 | -44 | 4 | -3 | 1 | -1
COc1ccc(C2(CNS(=O)(=O)c3ccccc3)CCOCC2)cc1 | -1 | 2 | 2 | 2 | 2 | -4 | 18 | -1 | 3
Brc1cnc2nc[nH]c2c1 | 2 | 2 | 6 | -2 | -2 | -1 | -5 | 1 | -1
O=C(COC(=O)[C@H](Cc1c[nH]c2ccccc12)NC(=O)c1cccs1)NCc1ccccc1 | 9 | 2 | 2 | 4 | 22 | 15 | 0 | -4 | -6
COC(=O)c1ccc(NC(=S)NCC2CC2)cc1 | 4 | 5 | 0 | 2 | 6 | 0 | 1 | -9 | -1
CS(=O)(=O)c1ccc(C2=C(c3ccccc3)C(=O)OC2)cc1 | 2 | -5 | -1 | 1 | 22 | 0 | 4 | 3 | -1
COc1cccc(NC(=O)COC(=O)CCOc2ccccc2OC)c1 | 1 | 4 | 3 | -6 | -6 | 19 | -7 | -6 | -4
CC1c2c([nH]c3ccccc23)CCC1C(=O)O (stereo unspecified) | 4 | 3 | 8 | 0 | 14 | -4 | 0 | 0 | -2
OCCNCCSc1ccc(Cl)cc1 | -2 | 7 | 12 | 0 | -15 | -1 | 0 | 3 | 0
(continued)
SMILES | PME-1 primary | PAFAH1B3 inh | PAFAH1B2 FP inh | GSTO1 counter | PREPL inh | pPAFAH inh | LYPLA2 inh | PAD4 inh | LYPLA1 counter
O=C(Cn1c2c(c(-c3ccccc3Cl)cc1=O)CCC2)NCCCN1CCOCC1 | 1 | 2 | 1 | 2 | 22 | -1 | 1 | 1 | 1
NC(=O)c1cnn(-c2cccc(Cl)c2)c1N | 0 | 10 | 3 | -1 | -12 | 2 | 2 | 0 | 2
C/C(N)=C(/C#N)C(=O)COC(=O)c1ccc(O)cc1 | 3 | 1 | 0 | 2 | 10 | -7 | 8 | -4 | 0
Clc1ccc(Cn2nc(-c3ccccc3)nc2-c2ccccc2)cc1 | 0 | 5 | -3 | -1 | -4 | 2 | -11 | -8 | -4
COCCn1c(SCC(=O)Nc2sc(C)c(C)c2C#N)nnc1-c1ccc(OC)cc1 | 8 | 7 | -1 | -1 | 4 | 2 | 2 | 2 | -4
CSc1ccccc1NC(=O)CSc1n[nH]c(N)n1 | -4 | 1 | 4 | 2 | 12 | -4 | 4 | -5 | 4
COc1ccc(-c2nnc(SCC(=O)NC(=O)NCc3ccco3)o2)cc1 | -11 | -3 | -4 | 5 | 3 | 6 | 2 | 2 | -2
COC(=O)c1ccc(C2/C(=C(/O)c3ccc(OC)cc3)C(=O)C(=O)N2CC2CCCO2)cc1 (stereo unspecified) | -2 | 15 | 7 | 9 | 8 | -2 | -5 | 1 | -3
O=C(CN(C(=O)c1ccccc1Cl)N1C(=O)CCCC1=O)c1ccc(Cl)cc1 | 6 | 10 | 5 | 3 | 5 | -3 | 0 | 2 | 1
CCCN(CCC)Cc1c(C(=O)N/N=C/c2cccs2)nnn1-c1nonc1N | 2 | 1 | -5 | -3 | -3 | 4 | -6 | 1 | -4
Nc1nc(C(=O)N2CCOCC2)nn1S(=O)(=O)c1ccc(Cl)cc1 | -2 | 6 | -6 | 5 | 5 | -2 | 9 | -7 | 1
Cc1nnc(SCc2ccc(C(=O)c3ccc(Cl)cc3)o2)n1-c1ccccc1 | 5 | -7 | -3 | 2 | 7 | 4 | -4 | -5 | 0
CN(CC(=O)Nc1nccs1)S(=O)(=O)c1ccc(F)cc1 | 1 | 10 | -2 | 1 | -4 | 5 | 0 | -2 | -4
Cc1nc2ccc(S(=O)(=O)NCC(=O)N3CCc4ccccc4C3)cc2s1 | -4 | 4 | 6 | 2 | -48 | 2 | -3 | -3 | 4
